Bioassay records from PubChem.
ERa coact inh: ERα–SRC-1 coactivator interaction inhibitors, primary screen, biochemical, TR-FRET, ERα LBD, estradiol-bound; 86,000 compounds, 1.7% hits; inhibition, % at 25.6 µM; TR-FRET ER-alpha LBD / SRC-1 peptide; in the data active = inhibition above about 50%;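 also: 0% = receptor plus peptide control and 100% = peptide only without receptor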
ERa SRC1 pot: enhancers of ERα–SRC-1 coactivator binding, primary screen, biochemical, TR-FRET, ERα LBD, low estradiol | TR-FRET ERalpha-LBD/SRC-Cy5 coactivator binding, 2 h; 100 = basal binding, no effect | 86,000 compounds, 1.3% hits | coactivator binding (% of control), % at 25.6 µM | AID 639, 2007 | Estrogen receptor (Homo sapiens), P03372; in the data active = activity above about 200%;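 also: binding measured in presence of low estradiol as agonist stimulus; 0% = peptide alone without receptor and 100% = receptor with peptide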
HUVEC prolif 384: inhibitors of HUVEC proliferation, primary screen, cell-based, 384-well; CellTiter-Glo luminescence, 72 h; hits give low values; viability, % at 10 µM (by protocol); 86,000 compounds, 1.1% hits; AID 648, 2007;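 active = viability at or below 30%; inactive = viability above 30%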;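 also: 100% = median luminescence of DMSO-only cell control wells on each plate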
Candida biofilm: clotrimazole potentiators killing Candida biofilms, primary screen, with clotrimazole, Alamar Blue; inhibition, % at 6 µM; 85,000 compounds, 0.14% hits; C. albicans biofilm + clotrimazole;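 active = inhibition above 20%; inactive = inhibition below 20%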;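 also: preformed 24 hr biofilms exposed to compound for 48 hr; 0% = biofilm without compound and 100% = blank killed by clotrimazole plus chlorhexidine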
ERb SRC1 inh: inhibitors of ERβ-SRC1 coactivator interaction, primary screen, biochemical, TR-FRET, ERβ LBD, SRC-1 peptide | Estrogen receptor beta (Homo sapiens), Q92731 | TR-FRET ER-beta LBD / SRC1-Cy5 peptide binding; receptor agonist-loaded with 1 µM estradiol | inhibition, % at 25.6 µM | 86,000 compounds, 1.3% hits | AID 633, 2007;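 active = compounds whose percent inhibition of the receptor-coactivator binding signal exceeds about 50% in the single-dose screen, limit read from the data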;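 also: 0% = receptor plus peptide wells without compound and 100% = peptide-only wells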
Fibroblast inh: antiproliferative effect on LL 47 fibroblasts – human, LL 47 cells, CellTiter-Glo luminescence, primary screen. LL 47 human lung fibroblast viability, ATP luminescence; hits give low values. viability, % at 10 µM. 85,000 compounds, 1.1% hits. AID 719, 2007;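 active = viability at or below 50% in the single dose screen; inactive = viability above 50%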;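 also: compound exposure lasted 72 h before the ATP readout; 100% = median luminescence of untreated cell-only wells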
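Test system: LL 47 human lung fibroblasts; Quantity: 1,150 cells/well; Buffer or medium: IMEM plus 15% FBS; Dosing: tenfold compound dosing solution, DMSO at 0.1%; Timing: overnight cell rest, 72 h compound treatment at 37 °C; Detection: ATP-based CellTiter-Glo luminescent readout; Read-out basis: viability percentage against median untreated-cell control; Controls: cell-only wells, no compound.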
Smad3 FoxH1 inh: Smad3/FoxH1 peptide binding inhibitors, primary screen, biochemical, TR-FRET; TR-FRET Smad3/Dy647-FoxH1 peptide binding, europium anti-His; inhibition, % at 25 µM; Mothers against decapentaplegic homolog 3 (Homo sapiens), P84022; 88,000 compounds, 0.29% hits; AID 630, 2007;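 active = compounds that reduce the energy-transfer binding signal between the protein and its labelled peptide by more than half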;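 also: 0% = Smad3 plus labelled peptide maximal FRET and 100% = peptide-only background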
Target sequence (P84022 whole entry, looked up): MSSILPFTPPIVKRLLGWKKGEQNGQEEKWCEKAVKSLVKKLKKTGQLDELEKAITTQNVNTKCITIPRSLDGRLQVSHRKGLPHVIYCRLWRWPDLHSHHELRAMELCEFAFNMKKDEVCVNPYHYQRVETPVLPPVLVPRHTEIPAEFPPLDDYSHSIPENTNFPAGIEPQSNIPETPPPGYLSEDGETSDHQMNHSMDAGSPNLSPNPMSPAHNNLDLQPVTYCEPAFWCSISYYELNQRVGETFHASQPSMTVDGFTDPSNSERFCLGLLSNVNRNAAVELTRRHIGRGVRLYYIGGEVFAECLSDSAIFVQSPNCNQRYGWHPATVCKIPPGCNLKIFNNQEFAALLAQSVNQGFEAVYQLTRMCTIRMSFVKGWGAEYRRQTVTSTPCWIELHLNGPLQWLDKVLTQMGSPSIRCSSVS
sEH act: soluble epoxide hydrolase activators, primary screen, biochemical, human sEH; purified human sEH enzymatic activity, activator screen; activation, % at 2 µM; 91,000 compounds, 0.04% hits; in the data active = activation above about 37%; also: values of inactives mirror those of a sister screen read the other way
H69AR inhibit: proliferation blockers of H69AR lung cancer cells, primary screen, cell-based, human, 86K library | H69AR lung tumor viability, ATP luminescence, 72 h; hits give low values | viability, % at 10 µM | AID 598, 2007 | 85,000 compounds, 6% hits;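 active = viability at or below 40%; inactive = viability above 40%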;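 also: multidrug resistant small cell line overexpressing MRP-1 efflux transporter; 100% = mean luminescence of untreated control wells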
Starred values were filed as active, the others as inactive; . = no result given; [ ] = dose if it differs, or a comment.

#1 CC(C)OC(=O)c1cc(NC(=O)C2C3CCC(O3)C2C(=O)O)cc(C(=O)OC(C)C)c1 (stereo not drawn)
#2 Cc1ccc(NS(=O)(=O)c2cn(C)cn2)cc1
#3 CCNc1nc(NCC)nc(C(=O)NN)n1
#4 O=C1CCCCCN1C(=O)c1cccc(C(=O)N2CCCCCC2=O)c1
#5 COc1ccccc1NC(=O)NC1(C(=O)N2CCCCCC2)CCCCC1

Compound	1	2	3	4	5
H69AR inhibit	73.4	102.5	92.0	95.8	106.9
Smad3 FoxH1 inh	12.0[fluorescence artefact?]	1.1	-14.6	17.0[fluorescence artefact?]	0.6
sEH act	5.0	-8.2	-1.4	.	-1.7
ERa SRC1 pot	97.6	131.5	113.4	111.3	93.0
ERa coact inh	6.3	-5.4	-15.9	-7.2[fluorescence artefact?]	5.8
ERb SRC1 inh	6.2	2.2	-7.7	-18.0[fluorescence artefact?]	-7.6
Fibroblast inh	104.6	98.3	95.7	101.6	98.5
HUVEC prolif 384	74.0	99.6	89.3	92.7	96.3
Candida biofilm	9.0	4.9	8.7	5.7	0.5

Gathered by group: the entries above with nitrogen in an aromatic ring
#2 Cc1ccc(NS(=O)(=O)c2cn(C)cn2)cc1
#3 CCNc1nc(NCC)nc(C(=O)NN)n1

Compound	2	3
H69AR inhibit	102.5	92.0
Smad3 FoxH1 inh	1.1	-14.6
sEH act	-8.2	-1.4
ERa SRC1 pot	131.5	113.4
ERa coact inh	-5.4	-15.9
ERb SRC1 inh	2.2	-7.7
Fibroblast inh	98.3	95.7
HUVEC prolif 384	99.6	89.3
Candida biofilm	4.9	8.7

Entries of single compounds, looked up by structure.
`COc1ccccc1NC(=O)NC1(C(=O)N2CCCCCC2)CCCCC1` is listed as H69AR inhibit = 106.9; Smad3 FoxH1 inh = 0.6; sEH act = -1.7; ERa SRC1 pot = 93.0; ERa coact inh = 5.8; ERb SRC1 inh = -7.6; Fibroblast inh = 98.5; HUVEC prolif 384 = 96.3; Candida biofilm = 0.5
`CC(C)OC(=O)c1cc(NC(=O)C2C3CCC(O3)C2C(=O)O)cc(C(=O)OC(C)C)c1` (stereo not drawn) is listed as H69AR inhibit = 73.4; Smad3 FoxH1 inh = 12.0[fluorescence artefact?]; sEH act = 5.0; ERa SRC1 pot = 97.6; ERa coact inh = 6.3; ERb SRC1 inh = 6.2; Fibroblast inh = 104.6; HUVEC prolif 384 = 74.0; Candida biofilm = 9.0

Further results.
#6 O=C(O)CCC(=O)OCC1CCCO1 (stereo not drawn)
#7 CNC(=O)c1[nH]cnc1C(=O)Nc1cccc(OC)c1
#8 Cc1ccc(C(=O)Nc2ccon2)cc1S(=O)(=O)N1CCCC1
#9 c1cc(Nc2ncnc3sccc23)cc(-c2nnc3n2CCCCC3)c1
#10 CCOC(=O)c1ccc2c(c1)nc(SCC(=O)c1ccco1)n2CC

Compound	6	7	8	9	10
H69AR inhibit	88.0	76.0	88.2	80.6	86.2
Smad3 FoxH1 inh	0.4	1.4	-3.0	-8.5	19.6
sEH act	-6.8	8.8	-3.6	3.3	0.3
ERa SRC1 pot	120.3[fluorescence artefact?]	116.5	117.8	83.2	94.1
ERa coact inh	0.9	4.7	3.1[fluorescence artefact?]	14.3[fluorescence artefact?]	22.9[fluorescence artefact?]
ERb SRC1 inh	-2.2	-1.7	-2.9[fluorescence artefact?]	22.1[fluorescence artefact?]	15.1
Fibroblast inh	101.3	105.6	97.6	92.9	89.4
HUVEC prolif 384	92.1	100.1	95.0	82.3	84.9
Candida biofilm	-0.8	-1.7	2.9	4.3	7.1

#11 Cc1cc(C)n2nc(SCN3C(=O)c4ccccc4C3=O)nc2n1
#12 CN(C)c1oc(-c2ccccc2Cl)nc1S(=O)(=O)c1ccccc1
#13 COc1ccc(NCc2ccc3c(c2)OCO3)cc1Cl
#14 CCOC(=O)CSc1nc2cc(C)ccc2cc1C#N
#15 CCCCCCCCCCNC(=O)C(=O)Nc1ccccn1

Compound	11	12	13	14	15
H69AR inhibit	85.7	75.3	87.1	34.1*	87.7
Smad3 FoxH1 inh	-3.5	4.1	-12.2	0.4	3.8
sEH act	.	-13.8	-4.5	1.7	-1.9
ERa SRC1 pot	111.1	95.5[fluorescence artefact?]	108.7	111.2[fluorescence artefact?]	104.8
ERa coact inh	11.1	-7.1	-0.2	3.6	-0.5
ERb SRC1 inh	32.9[fluorescence artefact?]	-8.2	0.5	3.0	-3.4
Fibroblast inh	98.5	91.1	92.5	83.2	98.2
HUVEC prolif 384	94.4	108.7	95.1	77.7	99.4
Candida biofilm	2.0	1.4	7.9	-4.9	6.2

#16 COc1ccc(-c2nnc(N(C)C(=O)C3CCCO3)s2)cc1 (stereo not drawn)
#17 CS(=O)(=O)N(CC(=O)N1CCOCC1)c1ccc2c(c1)OCO2
#18 Cc1ccc(Cn2ncc3c(N4CCN(c5ccc(C)cc5)CC4)ncnc32)cc1
#19 CC(C)(C)NC(=O)CSc1nnc(-c2ccccn2)n1-c1ccccc1
#20 O=S(=O)(NC(=NC1CCCC1)C(F)(F)F)c1ccccc1

Compound	16	17	18	19	20
H69AR inhibit	81.0	100.4	92.8	95.0	93.5
Smad3 FoxH1 inh	18.5	8.5[fluorescence artefact?]	3.5	2.0	6.0
sEH act	-0.4	-7.6	.	.	6.7
ERa SRC1 pot	93.9	96.5	117.0[fluorescence artefact?]	117.5[fluorescence artefact?]	111.8
ERa coact inh	-6.3	8.2	-7.6	-3.2	-0.7
ERb SRC1 inh	2.9	23.9	-3.7	-10.1	-6.4
Fibroblast inh	92.2	97.0	92.3	101.3	.
HUVEC prolif 384	90.7	95.2	103.8	104.5	107.2
Candida biofilm	-1.6	0.8	8.7	3.4	2.8

#21 COc1ccccc1NC(=O)CSc1nnc(Cn2cnc3ccccc32)n1C
#22 O=C(CN1CCC(n2nnc3cc(F)ccc32)CC1)N1CCc2ccccc2C1
#23 CC1Cc2nc(SCC(=O)Nc3nc4ccccc4s3)n(C)c(=O)c2S1 (stereo not drawn)
#24 CCOc1cc(C)c(S(=O)(=O)N2CCCC2)cc1C
#25 CCC12CN3CC(CC)(CN(C1)C3c1c(O)ccc3ccccc13)C2=O (stereo not drawn)
#26 COCCN1Cc2cccc(C(=O)Nc3c(C)cccc3C)c2C1=O
#27 O=C(O)c1ccc2noc(-c3ccccc3)c2c1
#28 O=S(=O)(NCc1ccco1)N1CCOCC1

Compound	21	22	23	24	25	26	27	28
H69AR inhibit	98.3	78.2	94.7	95.9	97.4	84.0	86.1	87.5
Smad3 FoxH1 inh	0.8	9.1	-1.9	6.0	9.5	2.2[fluorescence artefact?]	-0.7	-1.4
sEH act	-1.0	-3.7	.	-7.1	7.8	16.1	-9.3	-7.0
ERa SRC1 pot	96.3	126.5	112.8	93.1	91.1	120.6[fluorescence artefact?]	88.5	123.1
ERa coact inh	6.1[fluorescence artefact?]	-14.8	-0.9[fluorescence artefact?]	-5.9	-7.1	-2.4	-10.4	-8.7
ERb SRC1 inh	-3.6[fluorescence artefact?]	-3.1	2.4	-1.5	-25.4[fluorescence artefact?]	3.7	1.6	3.9[fluorescence artefact?]
Fibroblast inh	103.7	96.0	88.8	.	89.9	107.4	107.5	99.5
HUVEC prolif 384	98.8	85.2	95.0	101.0	87.6	95.8	87.3	98.1
Candida biofilm	3.2	7.3	5.3	-1.5	9.4	7.7	9.6	3.4

This is a subset. The share of hits here may be higher or lower than overall.
